PGE2 EP2 inh – EP2 receptor (human) inhibition; P43116; C6 glioma cells expressing human EP2, cAMP TR-FRET; cells stimulated with saturating PGE2; inhibition, % at 25 µM; hit rate 0.52% among 260,000; AID 1422;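 active = percent inhibition above 40 after rounding to a whole number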;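 also: rat C6 glioma host cells with rolipram phosphodiesterase inhibitor present; the protocol text gives 20 µM as final concentration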
Target sequence (P43116 whole entry, looked up): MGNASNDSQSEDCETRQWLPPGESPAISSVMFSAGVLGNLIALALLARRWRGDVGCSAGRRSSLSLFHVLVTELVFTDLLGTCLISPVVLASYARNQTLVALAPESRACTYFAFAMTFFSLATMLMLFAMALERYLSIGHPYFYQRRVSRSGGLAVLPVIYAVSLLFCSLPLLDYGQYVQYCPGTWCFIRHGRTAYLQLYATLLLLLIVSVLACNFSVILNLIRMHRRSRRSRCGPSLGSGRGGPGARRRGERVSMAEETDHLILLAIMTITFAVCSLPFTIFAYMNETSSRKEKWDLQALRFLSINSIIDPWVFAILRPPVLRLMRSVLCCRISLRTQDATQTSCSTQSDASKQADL
S1P4 antagonist – antagonists of human S1P4 receptor | inhibition, % at 4.98 µM | hit rate 0.26% among 220,000 | S1P4-expressing cells, antagonist mode, reporter read-out; in the data active = inhibition above about 29%;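 also: 0% = wells stimulated with agonist and 100% = vehicle wells without agonist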
eIF4E 4G PPI – blocks eIF4E binding to eIF4G. P63073+Q04637. TR-FRET eIF4E-eIF4GI(517-606) binding, 2 h. inhibition, % at 21.7 µM. hit rate 0.37% among 220,000. AID 782;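 active = inhibition above about 30%, limit read from the data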;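 also: 0% = full FRET control wells and 100% = background wells lacking eIF4GI fragment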
NPY1 pot ag – human NPY-Y1 potentiation or agonism, primary screen; P25929; NPY-Y1 expressing cells, potentiator/agonist activation; activation, % at 3.6 µM; hit rate 0.37% among 220,000; AID 1304; in the data active = activation above about 33%, passing the limit was not always enough;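 also: cells stimulated with NPY at EC10 then isoproterenol at EC100; 0% = low agonist plus stimulus and 100% = saturating agonist plus stimulus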
NPY2 pot ag – potentiators or agonists of human neuropeptide Y receptor Y2. activation, % at 3.6 µM. AID 1359. hit rate 0.45% among 220,000. P49146. cells expressing NPY-Y2, potentiator/agonist read-out; in the data active = activation above about 27%;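 also: cells stimulated with NPY near EC25 plus isoproterenol at EC100; 0% = vehicle plus submaximal agonist and 100% = vehicle plus saturating agonist; some results beyond the cut were filed as inactive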
Target sequence (P49146 whole entry, looked up): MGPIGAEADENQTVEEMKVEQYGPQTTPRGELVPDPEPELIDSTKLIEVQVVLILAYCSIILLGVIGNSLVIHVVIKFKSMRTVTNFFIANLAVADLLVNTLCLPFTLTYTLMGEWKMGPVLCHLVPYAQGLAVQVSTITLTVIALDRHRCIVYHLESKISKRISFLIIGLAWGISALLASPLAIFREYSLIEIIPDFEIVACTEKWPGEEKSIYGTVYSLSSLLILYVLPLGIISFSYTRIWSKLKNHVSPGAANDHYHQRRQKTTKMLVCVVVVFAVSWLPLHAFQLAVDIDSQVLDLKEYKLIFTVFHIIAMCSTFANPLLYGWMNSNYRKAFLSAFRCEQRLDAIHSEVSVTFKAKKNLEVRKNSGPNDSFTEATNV
S1P4 ag – activates the human S1P4 receptor; S1P4-expressing cell line, agonist reporter assay; O95977; activation, % at 4.98 µM; hit rate 0.35% among 220,000; in the data active = activation above about 11%;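 also: 0% = DMSO vehicle and 100% = reference agonist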
EP2 modulator – modulators of human EP2 prostaglandin E2 receptor | induction, % at 25 µM | EP2-expressing cells, cAMP HTRF FRET, PGE2 co-stimulation | hit rate 0.83% among 260,000;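 active = compounds whose cAMP rise, as percent of the full-agonist control response, exceeds 60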;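 also: rat C6 glioma line stably carrying human EP2 under a CMV promoter; the protocol text gives 20 µM as final concentration; 100% = response of wells given 1 µM PGE2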
p97 ATPase inh – blocks human p97 ATPase activity; AID 1481; P55072; inhibition, % at 8 µM; hit rate 0.42% among 220,000; recombinant p97 ATPase, Kinase-Glo ATP luminescence, 3 h; in the data active = inhibition above about 15%;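 also: 0% = DMSO vehicle and 100% = wells lacking enzyme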
NPY Y1 blocker – antagonists of human neuropeptide Y receptor Y1; P25929; hit rate 1% among 200,000; HEK293-CNG Y1 cells, membrane potential fluorescence; NPY at EC95, then isoproterenol; inhibition, % at 3.6 µM;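 active = inhibition above the campaign mean inhibition of all tested compounds plus 3 SD, cut at about 20% in these data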;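 also: 0% = DMSO wells given NPY plus isoproterenol and 100% = isoproterenol alone without NPY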
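material = HEK293 cells with Y1 receptor plus CNG channel | also added = NPY 25 nM then isoproterenol 1 µM plus Ro 20-1724 25 µM | schedule = dye 3 h, compound 60 min room temperature, stimulation 45 min | measured by = membrane potential fluorescence | benchmarks = high control isoproterenol alone, low control NPY with isoproterenol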
Active calls of the source: *; / = no result given; & = joins results of further samples; [ ] = dose if it differs, or a comment.

SMILES | PGE2 EP2 inh | S1P4 antagonist | eIF4E 4G PPI | NPY1 pot ag | NPY2 pot ag | S1P4 ag | EP2 modulator | p97 ATPase inh | NPY Y1 blocker
Cc1oc(-c2ccc3ccccc3c2)nc1CN(C)C(C)c1ccncn1 (configuration not stated) | 14 | 10 | -1 | 7 | -18 | 0.7 | -66 | 1 | 3
CCCCN1CNC(=S)N(CCc2ccccc2)C1 | 1 | -17 | 15 | -4 | -7 | 0.9 | 33 | -2 | -3
COc1cc(N2CCOCC2)ncn1 | 6 | -3 | 4 | 1 | 6 | -0.3 | -5 | 7 | 5
COc1ccc(-c2cc(=O)n(CCC#N)[nH]2)cc1 | 6 | 8 | 2 | -13 | -5 | -1.2 | -3 | 25* | -2
COC(=O)c1c(NC(=O)C2C3C=CC(CC3)C2C(=O)O)sc(C)c1C (configuration not stated) | 11 | -1 | 3 | 6 | 9 | 2.5 | 33 | 2 | 1
Cc1nc(Nc2cccc(O)c2)c2c3c(sc2n1)CCC3 | 6 | -8 | -1 | -2 | 2 | 0.3 | 11 | 2 | /
CCOC(=O)N1CCN(C(=O)c2oc3ccc(S(=O)(=O)N4CCOCC4)cc3c2C)CC1 | 10 | 1 | 4 | 2 | 7 | -1.0 | 8 | -3 | -1
O=C(c1cncs1)N1CCCC(CNS(=O)(=O)c2cccs2)C1 (configuration not stated) | 9 | -12 | 0 | -3 | 0 | -0.6 | 13 | -1 | -2
CCOC(=O)c1nc2ccccc2nc1C | 1 | 2 | 7 | 15 | 8 | 1.6 | 7 | 6 | 1
CCC(Sc1ncccc1C(=O)O)C(=O)N1CCCC1 (configuration not stated) | 5 | 23 | 2 | 3 | 16 | -1.1 | 17 | 7 | 4
O=C(O)c1ccc2cccnc2n1 | 5 | -25 | 3 | 3 | 17 | 0.8 | 28 | 6 | -1
COc1ccc(S(=O)(=O)N2CCN(C(=S)NC3CCCCC3)CC2)cc1 | 4 | -31 | 0 | 9 | 6 | 0.3 | 2 | 3 | 0
O=C(NC1CCCCC1)c1ccc(CNc2c(N3CCOCC3)c(=O)c2=O)cc1 | 7 | -26 | -1 | -3 | -12 | -1.2 | -1 | -7 | -4
Cc1csc(NC(=O)c2ccccc2O)n1 | 9 | -18 | 0 | 6 | -8 | 1.1 | 24 | 6 | -6
S=c1[nH]ccn1-c1ccc(Cl)cc1 | 4 | 8 | 1 | -10 | -10 | 2.6 | -16 | -3 | -4
Cc1ccc(S(=O)(=O)NC(C)(C)CN2CCC(Cc3ccccc3)CC2)cc1 | 8 | 21 | 8 | -14 | -21 | -2.0 | 6 | -13 | /
O=C(COC(=O)c1nc(Cl)ccc1Cl)c1ccc(Cl)s1 | 11 | -19 | 4 | 1 | 5 | 1.9 | 23 | 4 | 6
COc1cc(C(=O)NC2CCN(Cc3nnnn3Cc3ccc(F)cc3)CC2)cc(OC)c1OC | 14&8 | -8 | 3 | 13 | -3 | 1.2 | 0&-15 | 2 | -6
Cc1[nH]c2ccccc2c1-c1nc2ccccc2[nH]1 | 27 | 5 | 0 | -13 | -5 | -0.5 | -43 | 5 | 5
O=C(CSc1nc(Nc2ccccc2)nc(N2CCOCC2)n1)N1CCCC1 | 18 | -232 | -1 | -3 | 6 | -0.4 | 5 | 3 | -2
O=C(Nc1ccc(Cl)cc1)c1csc(-c2ccccc2)n1 | 3 | -13 | 0 | -50 | -45 | -0.4 | 39 | -1 | 20
CCCn1c(SCC(=O)N2c3ccccc3CC2C)nnc1-c1ccco1 (configuration not stated) | 17 | -4 | -3 | -1 | -8 | -0.3 | 13 | -6 | 4
Cc1ccc(-c2nn(C)c(=O)c3ccccc23)cc1CNC(=O)/C=C/c1ccccc1 | 11 | -1 | -4[fluorescence artefact?] | -7 | -7 | -0.4 | -76 | 7 | 2
Cc1ccc(-c2nn(-c3cc(N4CCNCC4)ccc3[N+](=O)[O-])c(=O)c3ccccc23)cc1 | 10 | -1 | 1 | -8 | 21 | -1.4 | -26 | 4 | 6
CC(C(=O)NCC1CCCCC1)N(C)Cc1ccc(Cl)cc1 (configuration not stated) | 5 | 16 | 1 | 2 | 0 | 0.3 | -2 | -2 | 3

An excerpt from above with just EP2 modulator and NPY Y1 blocker.
canonical_smiles,EP2 modulator,NPY Y1 blocker
Cc1[nH]c2ccccc2c1-c1nc2ccccc2[nH]1,-43,5
CCC(Sc1ncccc1C(=O)O)C(=O)N1CCCC1 (configuration not stated),17,4
O=C(Nc1ccc(Cl)cc1)c1csc(-c2ccccc2)n1,39,20

New compounds follow.
SMILES | PGE2 EP2 inh | S1P4 antagonist | eIF4E 4G PPI | NPY1 pot ag | NPY2 pot ag | S1P4 ag | EP2 modulator | p97 ATPase inh | NPY Y1 blocker
COCCCNC(=O)C1CCN(S(=O)(=O)c2c(C)noc2/C=C\c2ccc(OC)cc2)CC1 | 7 | -1 | -8 | -20 | -2 | 0.6 | -6 | 0 | -1
Cc1cccc(NC(=O)CSc2n[nH]c(-c3ccncc3)n2)c1 | 6 | -2 | -2 | -14 | -4 | 0.3 | 16 | 3 | 3
Cc1cc(C)c(NC(=O)/C(C#N)=C/c2ccc(OCc3ccc(F)cc3)cc2)c(C)c1 | 3 | -18 | 2 | 15 | 5 | 0.1 | 16 | 0 | 2
COc1cccc(CN2CCN(C3CCN(c4ccccc4C)CC3)CC2CCO)c1 (configuration not stated) | 6 | -8 | -2 | -1 | -2 | 0.0 | 12 | -1 | 8
NNC(=O)c1cc(Cl)ccc1Cl | 6 | 3 | -2 | -11 | -9 | -1.8 | 13 | -6 | 6
O=C(Nc1ccc([N+](=O)[O-])cc1)Nc1ccc(OC(F)F)c(Cl)c1 | 15 | -3 | -1 | 10 | 18 | -1.1 | -48 | 0 | -10
O=[N+]([O-])c1ccc(-n2ccnc2)cc1 | 6 | 3 | 0 | -7 | 9 | 1.0 | 11 | 3 | /
COC(=O)c1cc(=O)nc2sc(-c3ccccc3)nn12 | 9 | -4 | 2 | 2 | 13 | 1.1 | 15 | 0 | 4
COc1ccc2c(c1)[nH]c1c(=O)n(CCC3=CCCCC3)cnc12 | -2 | -1 | -10 | -9 | -3 | -0.4 | -10 | -5 | 7
Cc1cc(C)c(S(=O)(=O)c2ccccc2)c(OC(=O)c2ccc(Cl)cc2Cl)n1 | / | -6 | -5 | -9 | 4 | 0.8 | 54 | 4 | -2
C/C(=N\Nc1cccc(Cl)c1)c1ccc(-n2ccnc2)cc1 | 6 | -3 | 2[fluorescence artefact?] | -1 | 16 | -0.1 | -1 | 2 | 2
Cc1ccc(-c2csc(-c3ccncc3)n2)cc1 | 6 | -8 | 2 | 14 | -2 | 1.3 | 26 | -3 | 6
Oc1cccc(/C=N/NC(=S)Nc2cccnc2)c1O | 9 | -4 | 5 | 9 | 2 | -1.1 | -25 | 18* | -4
COC(=O)Cn1cnc2sc(C)c(S(=O)(=O)N3CCC(C)CC3)c2c1=O | 12 | 0 | -1 | -18 | 8 | -4.5 | 0 | 4 | 6
CCN(CC(=O)Nc1ccccc1OC)CC(=O)Nc1ccccc1-c1ccccc1 | 2 | -9 | 3 | 3 | -6 | 0.9 | 37 | -1 | 3
Cc1ccc(C(CCN)c2ccco2)cc1 (configuration not stated) | / | -8 | -22 | -4 | -3 | -1.3 | 9 | 2 | 7
COc1ccc(NC2=C(Cl)C(=O)N(c3ccccc3)C2=O)c(OC)c1 | 2 | -3 | 5 | 24 | 18 | -1.0 | 13 | 25* | -1
CC(C)CC(=O)NC1(C(F)(F)F)C(=O)Nc2c1c(=O)n(C)c(=O)n2C (configuration not stated) | 13 | 0 | -16 | -16 | 10 | 3.6 | 30 | 3 | 1
COc1ccc(C2CCN(Cc3cccnc3)CC2O)cc1 (configuration not stated) | 14&4 | -9 | -7 | -10 | -17 | -0.5 | 19&-4 | -2 | 3
CCCN1C/C(=C/c2ccc3c(c2)OCO3)C(=O)/C(=C/c2ccc3c(c2)OCO3)C1 | 9 | -14 | -1 | 9 | 5 | 6.3 | 38 | -2 | -3
COc1ccc(N2C(=O)CC(Nc3ccc(F)cc3)C2=O)c([N+](=O)[O-])c1 (configuration not stated) | 4 | -14 | -2 | -1 | 0 | 0.4 | -18 | -1 | 8
CCOC(=O)c1cn(CC)c2ccc(S(=O)(=O)N3CCC(C)CC3)cc2c1=O | 3 | -4 | 8[fluorescence artefact?] | 6 | 11 | -0.5 | 4 | -2 | -5
O=C(CP(=O)(c1ccccc1)c1ccccc1)N1CCOCC1 | 6 | -22 | -4 | -1 | -6 | 0.6 | 20 | 5 | 6
COC(=O)/C=C1/N/C(=N\c2nc(C)cc(C)n2)N(c2ccc(C)c(C)c2)C1=O | 13 | -18 | -10 | 17 | 6 | -1.2 | 5 | 4 | 6
COc1ccccc1C1(CC(=O)Nc2nccs2)CCOC(C(C)C)C1 (configuration not stated) | 3 | -11 | 7 | -7 | -7 | 1.1 | 1 | -3 | 3
SMILES | PGE2 EP2 inh | S1P4 antagonist | eIF4E 4G PPI | NPY1 pot ag | NPY2 pot ag | S1P4 ag | EP2 modulator | p97 ATPase inh | NPY Y1 blocker
CC1CCN(Cc2cnc(Cl)s2)CC1 | 11 | 0 | 4 | -13 | 18 | -2.1 | 11 | 4 | 5
CCOC(=O)N1CCN(C(=O)C(=O)Nc2ccc3nc4n(c(=O)c3c2)CCCCC4)CC1 | 10 | -20 | -3[fluorescence artefact?] | 6 | 8 | 3.4 | -25 | 0 | 4
Cc1ccc(O)c(C(=O)c2cnc3c(c2)CN(C)C(=O)N3)c1 | 7 | -17 | 2 | -25 | -1 | 1.2 | -16 | 1 | 2
O=C(NCCc1c[nH]c2ccccc12)C1CCN(c2nnc(N3CCCC3=O)s2)CC1 | 37 | -6 | 0 | -8 | 2 | 1.2 | -78 | 6 | 0
Cc1ccc(NC(=O)N2CCC(O)(c3ccc(Cl)cc3)CC2)cc1 | 7 | -2 | 7 | 18 | 22 | 0.9 | -3 | -5 | 2
CS(=O)(=O)N1CCC(C(=O)Nc2cccc(C(F)(F)F)c2)CC1 | 10 | -11 | 4 | 14 | 1 | -0.2 | -3 | -2 | 2
COc1cnn(Cc2ccccc2)c(=O)c1SCc1ccccc1 | 10 | -3 | -1 | -13 | -4 | -0.2 | 20 | 0 | 1
Cc1occc1C(=O)NNC(=S)Nc1ccccc1 | 6 | -6 | -1 | 20 | -1 | -1.1 | -8 | -1 | 5
Nc1cc(N2CCOCC2)c(Cl)cc1[N+](=O)[O-] | 1 | -4 | -5 | 2 | -5 | 0.9 | -41 | 5 | -2
O=C(O)c1ccccc1-c1ccccc1C(=O)Nc1ccc(-c2nc3cc(Cl)ccc3o2)cc1 | 17 | 1 | -1 | 13 | 19 | 0.7 | -24 | 2 | /
O=C1c2ccccc2C2(c3ccc(F)cc3)NCCN12 (configuration not stated) | 2 | -6 | 0 | -5 | 1 | 0.7 | 11 | -2 | 3
O=C(C1CCC(CNS(=O)(=O)c2ccc(F)cc2)CC1)N1CCOCC1 (configuration not stated) | 5 | -7 | 4 | 14 | -15 | 1.5 | 22 | 1 | -2
Cc1cc(OC(=O)c2c(Cl)cccc2Cl)nc(C)n1 | 7 | -12 | -2 | -29 | -3 | -2.2 | -3 | -5 | 16
O=C(NCc1ccc2c(c1)OCO2)c1ccc2c(=O)n(C3CCCC3)c(=O)[nH]c2c1 | 9 | -8 | 0 | -9 | -5 | -1.1 | -28 | 4 | -2
Cc1nnsc1SCCNC(=O)c1c(F)cccc1F | 16 | -5 | -4 | -18 | -18 | 1.0 | 20 | -6 | 3

Screens as filed in PubChem BioAssay.

A portion of the library; rates above refer to the full screens.
